# TDP1 cell CPT: growth inhibition of DT40 Tdp1-/-;hTDP1 cells with camptothecin (screen for TDP1 inhibitors) | 420,000 tested, 12% active | chicken DT40 Tdp1-/-;hTDP1 cells + 20 nM CPT, ATP luminescence, 48 h | Potency, µM (series often up to 46.2 µM), for inactives: at the highest dose activity change, negative = growth inhibition, hits mostly inhibitors | AID 686979; also: nearly all actives have a fitted effect of over 55% in size
#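 Cell growth measured by CellTiter-Glo luminescence after a minimum 48 h, 37 C compound exposure with 20 nM CPT in Tdp1-knockout DT40 cells stably expressing hTDP1, seeded 400/well; qHTS titration format.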
# TDP1 cell noCPT: qHTS for Inhibitors of human tyrosyl-DNA phosphodiesterase 1 (TDP1): qHTS in cells in absence of CPT; DT40 Tdp1-/- hTDP1 cells, no CPT, ATP luminescence, 48 h; Potency, µM (doses to about 46.2 µM), for the others: at the highest dose activity change, negative = growth inhibition, usual class: inhibitors; 420,000 tested, 15% active; AID 686978, 2013; also: nearly all actives have a fitted effect of over 55% in size
#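 Stably hTDP1-transfected Tdp1-null chicken DT40 cells were treated with library compounds minus camptothecin and grown for at least 48 hr at 37 °C, after which cellular ATP was quantified by luminescence.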
# TDP1 inh: inhibitors of human tyrosyl-DNA phosphodiesterase TDP1 | Q9NUW8 | recombinant TDP1, AlphaScreen DNA substrate cleavage | Potency, µM (series often up to 130 µM), without a hit: at the highest dose activity change, negative = inhibition, usual class: inhibitors | 350,000 tested, 0.28% active | AID 485290; also: nearly all actives have a fitted effect of over 40% in size
# Target sequence (Q9NUW8 whole entry, looked up): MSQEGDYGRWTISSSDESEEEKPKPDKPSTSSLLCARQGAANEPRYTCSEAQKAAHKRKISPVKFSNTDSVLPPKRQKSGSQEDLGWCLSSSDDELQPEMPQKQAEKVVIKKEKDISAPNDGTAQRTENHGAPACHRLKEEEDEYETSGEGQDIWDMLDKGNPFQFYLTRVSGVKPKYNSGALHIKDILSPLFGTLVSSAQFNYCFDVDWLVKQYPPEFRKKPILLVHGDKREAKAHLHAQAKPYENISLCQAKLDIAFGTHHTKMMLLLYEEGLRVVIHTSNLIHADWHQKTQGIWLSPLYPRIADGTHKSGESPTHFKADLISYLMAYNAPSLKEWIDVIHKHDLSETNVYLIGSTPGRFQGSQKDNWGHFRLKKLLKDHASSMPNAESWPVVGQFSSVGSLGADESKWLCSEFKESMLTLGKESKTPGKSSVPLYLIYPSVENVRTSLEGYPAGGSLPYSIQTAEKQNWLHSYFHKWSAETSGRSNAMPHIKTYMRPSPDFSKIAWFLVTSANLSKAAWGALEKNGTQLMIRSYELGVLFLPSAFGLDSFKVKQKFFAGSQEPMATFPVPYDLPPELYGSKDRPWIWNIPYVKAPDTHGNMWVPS
#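 Signal: AlphaScreen proximity between streptavidin donor and anti-FITC acceptor beads on intact substrate. Reaction: Tdp1 1 nM, substrate 15 nM final, 5 min RT after 15 min compound preincubation.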
# An asterisk follows results filed as active; ? = inconclusive; · = not tested or not shown; & = joins results of further samples; ! = not active in a repeat; [ ] = another dose, or the depositor's remark. Calls follow the shape of the dose curve; as a rule, active = well fitted curve in the direction sought with a large enough effect; inconclusive = small, poorly fitted or top-dose-only effect, or another doubt; inactive = no such curve, though single readings can be large; an effect the other way counts as inactive or inconclusive. % is scaled to controls: 0 for no effect and ±100 for the full control effect; potency is read from the fitted curve at half-maximal effect. Not a hit list; overall some 18% were active at least once.
SMILES,TDP1 cell CPT,TDP1 cell noCPT,TDP1 inh
Cc1cc(O)c(C(c2ccccc2)N2CCN(C)CC2)c(=O)n1Cc1ccco1 (configuration not stated),7%,-1%,3%
CC(C)OC(=O)/C(=C\c1ccc2c(c1)c1ccccc1n2C)NC(=O)c1ccccc1,21µM*,21µM*,4%
C=CCOc1c(CNc2ccc3[nH]c(=O)[nH]c3c2)cccc1OC,-6%,?,6%
Cc1c(Cl)cccc1NC(=O)CC1NCCNC1=O (configuration not stated),?,-26%,1%
Cc1cc(C)cc(C(=O)NCC(=O)OCC(=O)N(C)c2ccccc2)c1,?,?,0%
COc1ccc(CCNC(=O)C(=O)NCC2OCCN2S(=O)(=O)c2ccc(C)cc2)cc1 (configuration not stated),-5%,?,·
CCc1ccc(NC(=O)C2CCN(S(=O)(=O)c3ccc4[nH]c(=O)ccc4c3)CC2)cc1,-20%,-12%,·
CC(C)Cn1cc(NC(=O)NCc2ccccc2)c2ccccc2c1=O,?,?,2%
COc1ccc(Cl)cc1NC(=O)C1CCN(S(C)(=O)=O)CC1,1%,9%,·
COc1ccc(N=Nc2ccc(O)c3ncccc23)cc1,2.1µM*,1.5µM*,-1%
CN(C(=O)c1ccc(S(=O)(=O)N(C)C)cc1)c1ccc2ccccc2c1,4%,?,0%
COc1ccc(-n2cnnc2SCC(=O)Nc2cc(C(C)(C)C)nn2-c2ccccc2)cc1,3%,-7%,-4%
CCOC(=O)c1[nH]n(-c2ccc(Cl)cc2)c(=O)c1C,7%,1%,-2%
CCC(C)NC(=O)CSc1nc2c(sc(=S)n2Cc2ccco2)c(=O)n1-c1ccccc1 (configuration not stated),-21%,?,2%
COc1cc(CN2CCNC(=O)C2CC(=O)N2CCCCO2)cc(OC)c1 (configuration not stated),12%,-1%,-3%
Cc1cc(C)c2oc(C(=O)N(Cc3ccccc3)C3CCS(=O)(=O)C3)cc(=O)c2c1 (configuration not stated),8%,?,·
Cc1cc(C)cc(N(CCC#N)C(=O)COC(=O)c2ccccc2SCC(=O)N2CCCC2)c1,?,?,5%
CS(=O)(=O)N1CCN(c2ccccc2NC(=O)c2ccc3ccccc3c2)CC1,?,?,4%[56.1 µM]
COc1ccccc1N(CC(=O)N/N=C(\C)c1ccc(F)cc1)S(=O)(=O)c1ccccc1,-28%,-24%,0%
Cc1onc(-c2ccccc2)c1C(=O)N1CCC(C)CC1,-7%,-11%,-5%
CCC(C)C1=CC(=Nc2c(C)n(C)n(-c3ccccc3)c2=O)C=C(C(C)CC)C1=O (configuration not stated),?,?,11%
CC1=C(C(=O)O)N2C(=O)C(NC(=O)c3nn(C)cc3Cl)C2SC1 (configuration not stated),2%,-24%,1%
Cc1ccc(S(=O)(=O)N(C)c2ccc(OC(C)C(=O)N(C)c3ccccc3)cc2)cc1 (configuration not stated),15µM*,18µM*,0%
CCC(c1nnnn1Cc1ccco1)N1CCC(C(N)=O)CC1 (configuration not stated),-19%,-4%,0%
O=C(NCCc1ccc(Cl)cc1)c1ccc2nc[nH]c2c1,-3%,-16%,3%

# A second format for 15 compounds above:
Structure | TDP1 cell CPT | TDP1 cell noCPT | TDP1 inh
CCc1ccc(NC(=O)C2CCN(S(=O)(=O)c3ccc4[nH]c(=O)ccc4c3)CC2)cc1 | -20% | -12% | ·
CC(C)Cn1cc(NC(=O)NCc2ccccc2)c2ccccc2c1=O | ? | ? | 2%
COc1ccc(Cl)cc1NC(=O)C1CCN(S(C)(=O)=O)CC1 | 1% | 9% | ·
COc1ccc(N=Nc2ccc(O)c3ncccc23)cc1 | 2.1µM* | 1.5µM* | -1%
CN(C(=O)c1ccc(S(=O)(=O)N(C)C)cc1)c1ccc2ccccc2c1 | 4% | ? | 0%
COc1ccc(-n2cnnc2SCC(=O)Nc2cc(C(C)(C)C)nn2-c2ccccc2)cc1 | 3% | -7% | -4%
CCOC(=O)c1[nH]n(-c2ccc(Cl)cc2)c(=O)c1C | 7% | 1% | -2%
CCC(C)NC(=O)CSc1nc2c(sc(=S)n2Cc2ccco2)c(=O)n1-c1ccccc1 (configuration not stated) | -21% | ? | 2%
COc1cc(CN2CCNC(=O)C2CC(=O)N2CCCCO2)cc(OC)c1 (configuration not stated) | 12% | -1% | -3%
Cc1cc(C)c2oc(C(=O)N(Cc3ccccc3)C3CCS(=O)(=O)C3)cc(=O)c2c1 (configuration not stated) | 8% | ? | ·
Cc1cc(C)cc(N(CCC#N)C(=O)COC(=O)c2ccccc2SCC(=O)N2CCCC2)c1 | ? | ? | 5%
CS(=O)(=O)N1CCN(c2ccccc2NC(=O)c2ccc3ccccc3c2)CC1 | ? | ? | 4%[56.1 µM]
COc1ccccc1N(CC(=O)N/N=C(\C)c1ccc(F)cc1)S(=O)(=O)c1ccccc1 | -28% | -24% | 0%
Cc1onc(-c2ccccc2)c1C(=O)N1CCC(C)CC1 | -7% | -11% | -5%
CCC(C)C1=CC(=Nc2c(C)n(C)n(-c3ccccc3)c2=O)C=C(C(C)CC)C1=O (configuration not stated) | ? | ? | 11%

# Next section.
SMILES,TDP1 cell CPT,TDP1 cell noCPT,TDP1 inh
CN1C(=O)c2ccccc2Sc2ccc(NC(=O)N3CCN(c4cccc(Cl)c4)CC3)cc21,7.3µM*,5.2µM*,3%
CCC1CCCCN1C(=O)CSc1nc2c([nH]c3ccccc32)c(=O)n1-c1cccc(OC)c1 (configuration not stated),?,26µM*,2%
O=C(OCC1CCCO1)c1ccc2c(c1)N(Cc1ccccc1F)C(=O)c1ccccc1S2(=O)=O (configuration not stated),1%,7%,5%
O=C(COC(=O)c1cn(-c2ccccc2)nc1-c1cccs1)NC1CC1,-16%,?,-6%
O=C(Nc1nccs1)c1ccc(NC(=O)c2ccco2)cc1,-10%,?,2%
Cc1ccc(NC(=O)CSc2n[nH]c(-c3ccncc3)n2)c(C)c1,4%,-3%,-2%
Cc1cccc(OC(C)C(=O)Nc2ccc(S(=O)(=O)N3CCCC3)cc2)c1 (configuration not stated),?,?,0%
CC1CCCCN1C(=O)CSc1nc(N)nc(N)n1 (configuration not stated),9%,-16%,-2%
CN(C)c1cccc(C(=O)NCC(c2ccco2)N(C)C)c1 (configuration not stated),-5%,0%,·
COc1cc(OC)cc(C(=O)NCCNC(=O)c2ccco2)c1,-7%,-19%,-2%
COc1ccc(CN2C(=O)C(CC(=O)NCC3CCCCC3)CC(C(=O)N3CCOCC3)=C2C)cc1 (configuration not stated),-9%,-25%,·
COCCCn1c(C)nnc1SCC(=O)NCc1ccco1,-10%,4%,3%
C(=NN1CCCCCC1)c1cccc2ccccc12,-2%,?,·
CC[C@]12C(=O)N(C)C[C@H]([C@@H]3C(=O)N(C)C(=O)[C@@H]31)N2C(=O)c1ccc(F)cc1,2%,1%,·
CC12CC(NC(=O)N1c1cccc(C(=O)N3CCN(c4ccccc4)CC3)c1)c1ccccc1O2 (configuration not stated),-25%,?,4%
Cc1cccc(OCC(=O)N(Cc2ccccc2)c2c(N)n(Cc3ccccc3)c(=O)[nH]c2=O)c1,18µM*,?,0%
O=C(c1ccccc1SCc1ccccc1)N1CCOCC1,?,?,0%
CC1(C)C(=O)N(c2ccccc2)C(=O)c2ccccc21,-7%,?,·
CCOC(=O)C1=C(C)N(C2CCCCC2)C(=O)C1,-9%,?,-3%
C/C(=N\NC(=O)NC1CCCCC1)c1ccc(OC(F)F)cc1OC(F)F,23µM*,?,5%
Cn1c(Cc2cccs2)n[nH]c1=S,-28%,-22%,·
COc1ccc(NC(=O)CSCC(=O)Nc2nnc(C)s2)cc1,5%,-6%,·
CCOc1ccc2[nH]c3c(N4CCc5ccccc5C4)ncnc3c2c1,15µM*,16µM*,4%
COc1cc(CNc2ncc(-c3ccc(Cl)cc3)n2C)cc(OC)c1OC,13µM*,2.1µM*,·
COc1cccc(NC(=O)CSc2nc3c([nH]c4ccccc43)c(=O)n2-c2cc(C)cc(C)c2)c1,1%,12%,9%

# Next results:
SMILES,TDP1 cell CPT,TDP1 cell noCPT,TDP1 inh
CCCc1cc(=O)[nH]c(SCC(=O)Nc2ccc(Br)cc2)n1,-14%,-13%,0%
COCC(=O)Nc1ccc(S(=O)(=O)Nc2cc(C)nc(C)n2)cc1,2%,-7%,4%
Cc1ccc(-n2c(SCC(=O)NCc3ccco3)nc3c([nH]c4ccccc43)c2=O)cc1,-3%,-11%,·
Cc1ccc(OCC(=O)Nc2ccc(CN3CCOCC3)cc2)cc1C,3%,?,5%[56.1 µM]
COC(=O)C1=CN(Cc2ccc(OC)cc2)C=C(C(=O)OC)C1c1ccsc1,21µM*,?,·
CC1CN(C(=O)CCC(=O)NCCCN2CCC(Cc3ccccc3)CC2)c2cc(Cl)ccc2O1 (configuration not stated),21µM*,18µM*,6%
C=C(C)COc1ccc(-c2[nH]ncc2-c2ccc(OC)c(OC)c2)c(O)c1,1.5µM*,1.6µM*,5%
Cc1cc(C(=O)N2CCC2(C)C(=O)O)c(C)o1 (configuration not stated),-4%,-3%,·
O=C(NN1C(=O)C2C3C=CC([C@H]4CC34)[C@@H]2C1=O)c1ccc(Br)cc1 (some centres not stated),-7%,-7%,6%
O=C1CC2(CCCC2)Oc2ccccc21,-6%,5%,·
C[Se]CC[C@H](N)C(=O)O,8%,-27%,·
COc1cccc(OCc2cc(C(=O)N(Cc3nccn3C)C(C)C)no2)c1,-8%,-5%,3%
Cc1c(-c2cccc(NC(=O)c3ccc(F)c(F)c3)c2)nc2ncccn12,?,13µM*,0%
Cc1ccc(C)c(CSc2nnc(C)c(=O)[nH]2)c1,6%,?,0%
Cc1ccc(CNC(=O)c2ccc(N3CCC4(CC3)CC(c3cccc(Br)c3)=NO4)c(NC(=O)c3ccco3)c2)cc1,-4%,-28%,-6%
CC(=O)Nc1ccc2c(COC(=O)[C@@H](NS(=O)(=O)c3ccc(C)cc3)C(C)C)cc(=O)oc2c1,1%,?,0%
CSc1nc(C)cc(OCNC(=O)c2cccs2)n1,4%,6%,-4%
c1ccc(Cc2nc3ccccc3s2)cc1,-10%,-17%,·
C/C(=N\NC(=O)CSc1nc2ccccc2s1)c1cccnc1,?,?,-5%
CCNC(=O)NC(=O)COC(=O)c1cccc(S(=O)(=O)N2CC3(C)CC2CC(C)(C)C3)c1 (configuration not stated),-7%,-5%,·
CCC(=O)NCCn1ccc2ccccc21,9%,0%,-1%
COc1ccc(-c2cc(C)no2)cc1S(=O)(=O)NCc1ccc(OC(C)C)cc1,?,18µM*!,2%&0%
Cc1ccccc1Nc1ccc(S(=O)(=O)N2CCOCC2)cc1[N+](=O)[O-],?,?,2%
Cc1ccc(S(=O)(=O)N(CC(=O)NCCSC2CCCCC2)c2ccccc2F)cc1,?,18µM*,1%
O=S(=O)(Nc1ccc2c(c1)OCCO2)c1ccc(F)c(F)c1,-19%,?,4%

# Further structures
SMILES,TDP1 cell CPT,TDP1 cell noCPT,TDP1 inh
CCc1cccc(NS(=O)(=O)c2cccc3cccnc23)c1,-3%,-22%,·
CC(=O)Nc1ccc(NC(=O)CSc2nnc(C)n2-c2ccccc2)cc1,7%,17%,·
COc1c(Cl)cnn(-c2ccc(Cl)c(Cl)c2)c1=O,3%,-4%,-6%
COc1ccc2oc(C(=O)N3CCN(S(=O)(=O)c4ccc(F)cc4)CC3)c(C)c2c1,?,?,2%
O=C(c1ccccc1)c1ccc(Sc2ccc([N+](=O)[O-])cc2)cc1,?,?,-4%
Cc1ccc(CCNC(=O)Cn2c(-c3cccs3)cc3ccccc32)cc1,?,?,-4%
C/C(=N\NC(N)=O)c1ccc(-n2ccnc2)cc1,-5%,-2%,6%
C=CCc1cc(C)ccc1OCC(O)CN1CCN(c2ccccc2)CC1 (configuration not stated),?,?,10%
CCCc1nnc(NC(=O)C(=O)NCCN(CC)CC)s1,-6%,8%,3%
CC(C)CC(NC(=O)OC(C)(C)C)c1cn([C@@H](CCC(=O)OC(C)(C)C)C(=O)N2CCN(C(=O)OC(C)(C)C)CC2)nn1 (some centres not stated),16µM*,16µM*,4%
CCOC(=O)N1CCc2c(sc(NC(=O)C3COc4ccccc4O3)c2C(N)=O)C1 (configuration not stated),?,?,-3%
CCOc1ccc(CNS(=O)(=O)c2ccc(-c3cc(C(F)(F)F)on3)s2)cc1,?,-30%,3%
COc1ccc(C(C#N)Nc2ccccc2C)cc1 (configuration not stated),-10%,9%,2%
CCCC(=O)OCC(=O)Nc1ccc2[nH]c(=O)[nH]c2c1,-6%,-11%,-8%
CCCCCCCNC(=O)CC(NS(=O)(=O)c1ccc(NC(C)=O)cc1)C(C)C (configuration not stated),-12%,-22%,0%
S=C(NCc1ccc2c(c1)OCO2)Nc1ccc2nsnc2c1,-12%,?,2%
CCOC(=O)C1CCN(Cc2cn3c(-c4ccc(OC)cc4)nnc3s2)CC1,21µM*,?,7%
O=C(O)C1CCCCC1C(=O)Nc1ccc(S(=O)(=O)N2CCCCCC2)cc1 (configuration not stated),-19%,-16%,·
Clc1cnc(Nc2cccnc2)c(Cl)c1,9%,-17%,11%
